SIAE inh = human SIAE inhibitors, primary screen, biochemical, fluorescence polarization, FP-Rh probe, 1536-well HTS; AID 1053197, 2014; inhibition, % at 9.66 µM; SIAE FP-Rh probe binding; 370,000 tested, 0.69% active;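 active = inhibition above a cutoff: mean of compounds within the control limits plus 3 SD of those, cut at about 17% in these data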;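 also: 0% = plate median of compound wells and 100% = probe without SIAE protein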
PG9 binder = binders of HIV-1 gp120 antibody PG9, primary screen, biochemical, TR-FRET; TR-FRET gp120-PG9 antibody binding; inhibition, % at 6.7 µM; 360,000 tested, 0.43% active; AID 624416, 2012; in the data active = inhibition above about 8.5%
TCR-CD3 inh = inhibitors of human TCR-CD3 interaction, primary screen, biochemical, fluorescence, TAMRA-labeled TCR probe; T-cell receptor (TCR); inhibition, % at 9.4 µM; 360,000 tested, 0.37% active; in the data active = inhibition above about 19%;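 also: recombinant mutant TCR 2C K166C tagged with TAMRA read by polarization; 0% = receptor in buffer alone and 100% = receptor with positive control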
ABHD4 inh = ABHD4 inhibitors, primary screen, biochemical, fluorescence polarization, mouse. (Lyso)-N-acylphosphatidylethanolamine lipase (Mus musculus), Q8VD66. purified mABHD4, FP-Rh probe fluorescence polarization. inhibition, % at 8.92 µM. 370,000 tested, 0.54% active. AID 720543, 2013;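 active = inhibition exceeding the mean over every tested compound plus 3 SD, cut at about 30% in these data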;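 also: 0% = plate median of compound wells and 100% = S159A mutant with DMSO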
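System: mouse ABHD4 enzyme, wild type / Medium: HEPES pH 7.0, NaCl, Pluronic buffer / Reagent: FP-Rh activity-based fluorescent probe / Control set: S159A mutant high control, sample median low control / Detection: fluorescence polarization with parallel and perpendicular emission, 525/598 nm / Schedule: 45 min + 60 min at 25 °C / Compound dosing: 8.92 µM, single dose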
rCAG binder = binders of r(CAG) RNA repeats, primary screen, biochemical, fluorescence; inhibition, % at 3 µM; r(CAG) RNA repeat, TO-PRO-1 dye displacement fluorescence; AID 651821, 2012; 370,000 tested, 1.3% active;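 active = inhibition above the plate cutoff, the mean of all test compounds on that plate plus 3 SD, cut at about 35% in these data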;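 also: 0% = DMSO alone and 100% = 100 µM mitoxantrone as full dye displacement; higher means more dye released from RNA so lower well fluorescence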
PRMT1 inh = PRMT1 methyltransferase inhibitors, primary screen, biochemical, fluorescence polarization. Protein arginine N-methyltransferase 1 (Homo sapiens), Q99873. recombinant PRMT1, activity-based probe fluorescence polarization. inhibition, % at 2.79 µM. 370,000 tested, 1.3% active. AID 652257, 2013;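 active = inhibition above about 21% made by adding two undisclosed values, limit read from the data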
Rev-erbA mod = modulators of Rev-erb alpha DNA binding, primary screen, biochemical, FITC-DNA, fluorescence polarization, uHTS | Nuclear receptor subfamily 1 group D member 1 (Homo sapiens), P20393 | Rev-erbα–FITC-DNA binding, 90 min | activity, % at 10 µM | 370,000 tested, 0.79% active;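 active = activity above about 14%, limit read from the data; passing the limit was not always enough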;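 also: 0% = DMSO wells with 35 nM protein and 100% = DMSO wells with 750 nM protein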
Target sequence (P20393 whole entry, looked up): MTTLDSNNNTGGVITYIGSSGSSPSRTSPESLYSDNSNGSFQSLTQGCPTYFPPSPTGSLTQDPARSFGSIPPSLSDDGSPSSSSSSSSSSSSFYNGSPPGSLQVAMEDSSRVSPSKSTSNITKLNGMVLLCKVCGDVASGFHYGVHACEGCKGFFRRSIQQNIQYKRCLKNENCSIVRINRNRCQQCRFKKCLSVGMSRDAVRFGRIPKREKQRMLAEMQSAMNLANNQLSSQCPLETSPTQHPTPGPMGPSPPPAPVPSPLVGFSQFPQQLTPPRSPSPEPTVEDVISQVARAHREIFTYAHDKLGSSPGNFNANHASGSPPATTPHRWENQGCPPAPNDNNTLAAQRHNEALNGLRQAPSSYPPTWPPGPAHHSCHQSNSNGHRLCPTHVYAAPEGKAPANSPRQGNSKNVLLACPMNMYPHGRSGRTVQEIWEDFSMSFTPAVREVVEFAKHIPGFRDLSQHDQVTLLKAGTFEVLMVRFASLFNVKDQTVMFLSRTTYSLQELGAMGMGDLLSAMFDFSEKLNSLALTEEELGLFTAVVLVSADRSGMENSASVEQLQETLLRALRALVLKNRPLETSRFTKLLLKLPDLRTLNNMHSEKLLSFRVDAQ
TDP2 absorb = human TDP2 enzyme inhibitors, primary screen, biochemical, epi absorbance, recombinant enzyme. Tyrosyl-DNA phosphodiesterase 2 (Homo sapiens), O95551. T5PNP hydrolysis, p-nitrophenol absorbance 415 nm. inhibition, % at 12.8 µM. 370,000 tested, 0.34% active;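 active = inhibition above the mean of all tested compounds plus 3 SD, set per campaign, cut at about 25% in these data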;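 also: 0% = DMSO with enzyme and 100% = buffer with substrate but no TDP2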
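Read-out basis: percent inhibition. System: recombinant human TDP2. Buffer or medium: Mg2+-containing Tris-HCl buffer, pH 7.5. Repeats: single replicate. Timing: reaction 2 h, 37 °C. Benchmarks: high control without enzyme, low control DMSO plus TDP2. Probe or stimulus: 5 mM T5PNP. Doses: 12.8 µM only. Measured by: epi absorbance of p-nitrophenol freed from T5PNP by hydrolysis.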
LEDGF integ inh = blockers of LEDGF/p75-dependent integrase strand transfer – biochemical, TR-FRET, high throughput, primary screen; HIV-1 integrase (with human LEDGF/p75); TR-FRET IN-LEDGF/p75 DNA integration, Eu/Cy5; inhibition, % at 3.7 µM; 370,000 tested, 0.64% active; AID 743269, 2014;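 active = inhibition above the screen-wide mean plus 3 SD, cut at about 13% in these data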;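 also: signal is the Cy5 over europium emission ratio at 671 and 618 nm; 0% = plate median of compound wells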
HTRA1 inh = HTRA1 serine protease inhibitors, primary screen, biochemical, fluorescence polarization, HTS; Q92743; recombinant HTRA1, FP-rhodamine activity-based probe; inhibition, % at 5.96 µM; 340,000 tested, 0.5% active; AID 504803, 2011; in the data active = inhibition above about 36%;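 also: 0% = enzyme with DMSO and 100% = wells lacking enzyme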
Target sequence (Q92743 whole entry, looked up): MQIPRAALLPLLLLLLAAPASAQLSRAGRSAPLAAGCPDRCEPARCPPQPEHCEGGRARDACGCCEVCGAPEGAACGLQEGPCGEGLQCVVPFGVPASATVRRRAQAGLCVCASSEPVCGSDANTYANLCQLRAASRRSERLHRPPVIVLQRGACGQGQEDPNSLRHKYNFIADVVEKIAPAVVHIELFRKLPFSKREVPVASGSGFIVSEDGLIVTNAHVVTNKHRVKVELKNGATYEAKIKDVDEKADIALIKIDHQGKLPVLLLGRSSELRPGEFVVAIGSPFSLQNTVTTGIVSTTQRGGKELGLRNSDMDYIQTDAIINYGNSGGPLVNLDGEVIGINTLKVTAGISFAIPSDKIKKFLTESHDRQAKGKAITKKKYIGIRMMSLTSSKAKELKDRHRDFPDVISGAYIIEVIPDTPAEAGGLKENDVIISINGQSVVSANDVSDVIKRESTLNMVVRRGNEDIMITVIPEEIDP
The depositor's hits bear a star; · = not tested or not shown.

SMILES | SIAE inh | PG9 binder | TCR-CD3 inh | ABHD4 inh | rCAG binder | PRMT1 inh | Rev-erbA mod | TDP2 absorb | LEDGF integ inh | HTRA1 inh
COCC(C)N1CCC(n2nccc2NC(=O)c2ccc3c(c2)OCO3)CC1 (configuration not stated) | 1 | -3.0 | 5 | 2 | 0 | -4 | 6 | -9 | 8 | 2
O=C(CSc1nnnn1Cc1ccccc1)NCCc1ccccc1 | -3 | -1.0 | 0 | -4 | -7 | 1 | -1 | -1 | 2 | -5
COc1ccc(NS(=O)(=O)c2cccc(C(=O)N/N=C/c3cn(-c4ccccc4)nc3-c3ccccc3)c2)cc1 | -12 | -1.0 | 0 | -1 | 4 | 1 | -5 | 6 | 1 | -5
C=C(C)Cn1c(COc2ccccc2)nnc1SCC(=O)O | -2 | -1.3 | 1 | 2 | 0 | -1 | 0 | 3 | 2 | 3
CCc1sc(C(=O)NCCc2ccc(S(N)(=O)=O)cc2)cc1Br | -7 | -1.1 | 1 | -7 | 6 | 0 | 6 | -10 | 3 | -16
N#Cc1cccnc1Nc1ccc(Cl)cc1 | 1 | -2.4 | 1 | 1 | 1 | -4 | 0 | -4 | 1 | 0
O=C(Nc1nc(-c2cc(F)ccc2F)cs1)C1=COCCO1 | -5 | -0.5 | 1 | -14 | 4 | 1 | -1 | -7 | -1 | -20
Cc1ccc(C(=O)N/C(=C\c2cn(C)c3ccccc23)C(=O)N2CCN(C)CC2)cc1 | 6 | -0.4 | -2 | 4 | -7 | 3 | -4 | 10 | 3 | 4
O=S(=O)(/N=S1\CC=CCN1S(=O)(=O)c1ccccc1)c1ccccc1 (configuration not stated) | 20* | 0.2 | -8 | -4 | 0 | 41* | -1 | 1 | -1 | -4
COc1cccc(CCC(=O)Nc2cc3c(cc2C(=O)O)OCCCO3)c1OC | 4 | 0.8 | -6 | 3 | 20 | 3 | -5 | 13 | -2 | 8
CCc1ccc(N2CC(C(=O)N/N=C/c3cccc([N+](=O)[O-])c3)CC2=O)cc1 (configuration not stated) | 1 | -1.8 | 7 | -1 | -1 | -2 | -18 | -2 | -3 | -5
O=c1c2cnn(-c3ccccc3)c2nc(-c2cccs2)n1-c1ccc(Br)cc1 | -8 | -0.8 | -1 | -5 | 9 | 0 | 38* | 2 | -4 | -7
CSc1nnc(SCC#N)s1 | 3 | -0.7 | 7 | 3 | 2 | -3 | -9 | 13 | 3 | ·
CCOC(=O)C1CCCN(c2c(NCCc3ccc(Cl)cc3)c(=O)c2=O)C1 (configuration not stated) | 2 | -2.1 | 4 | 1 | -4 | 0 | 9 | -13 | -3 | 3
CCOC(=O)CC1C(=O)NCCN1C(=O)c1cccc(C(F)(F)F)c1 (configuration not stated) | -2 | 0.2 | 11 | 1 | 0 | -1 | -1 | -9 | 1 | 0
Cc1cc(C)nc(SCc2cc(=O)c(OC(=O)c3ccc(S(=O)(=O)N4CCCC4)cc3)co2)n1 | 5 | -1.2 | 3 | 2 | -2 | 1 | 4 | -2 | -1 | 3
Cc1ccc(NC(=O)c2ccco2)c([N+](=O)[O-])c1 | -2 | -3.5 | 8 | -4 | 4 | -3 | -1 | -10 | 2 | 0
COCCCNC(=O)C1CCC(CNS(=O)(=O)c2ccc3c(c2)N(C(C)=O)CCO3)CC1 (configuration not stated) | -2 | -0.4 | 0 | 4 | -1 | -1 | -4 | -4 | 2 | 4
Cc1n[nH]c(C)c1S(=O)(=O)N(CC(=O)Nc1ccc2c(c1)OCCO2)c1ccc(C(C)C)cc1 | -2 | -0.3 | 6 | -6 | 3 | 4 | -1 | -2 | -2 | -18
CC(C)(C)NC(=O)Cn1c(=O)oc2cc(S(=O)(=O)N3CCc4ccccc43)ccc21 | 1 | -1.8 | 11 | -2 | 5 | -2 | 10 | 11 | 1 | -4

Single records (already shown). Order of screens: SIAE inh | PG9 binder | TCR-CD3 inh | ABHD4 inh | rCAG binder | PRMT1 inh | Rev-erbA mod | TDP2 absorb | LEDGF integ inh | HTRA1 inh
`C=C(C)Cn1c(COc2ccccc2)nnc1SCC(=O)O` as listed: -2 | -1.3 | 1 | 2 | 0 | -1 | 0 | 3 | 2 | 3
`Cc1n[nH]c(C)c1S(=O)(=O)N(CC(=O)Nc1ccc2c(c1)OCCO2)c1ccc(C(C)C)cc1` as listed: -2 | -0.3 | 6 | -6 | 3 | 4 | -1 | -2 | -2 | -18
`CCc1ccc(N2CC(C(=O)N/N=C/c3cccc([N+](=O)[O-])c3)CC2=O)cc1` (configuration not stated) as listed: 1 | -1.8 | 7 | -1 | -1 | -2 | -18 | -2 | -3 | -5

Continued.
SMILES | SIAE inh | PG9 binder | TCR-CD3 inh | ABHD4 inh | rCAG binder | PRMT1 inh | Rev-erbA mod | TDP2 absorb | LEDGF integ inh | HTRA1 inh
CN(CC(=O)Nc1ccc(F)cc1)C(=O)COc1ccccc1Cc1ccccc1 | -8 | 1.8 | 2 | -13 | 1 | 1 | 0 | 5 | -5 | -45
CCOC(=O)c1cnc2c(OC)cccc2c1N1CCN(c2ccc(OC)cc2)CC1 | 11 | -0.6 | -6 | 6 | 4 | 2 | -1 | -12 | 6 | 1
O=C1CC(NNC(=O)c2ccccc2)C(=O)N1 (configuration not stated) | -2 | -0.8 | 1 | 0 | -1 | 5 | -2 | -1 | -4 | 6
CCOC(=O)N1CCC(NC(=O)CSCc2nc(-c3ccc(OC)c(OC)c3)oc2C)CC1 | -8 | 1.8 | -1 | -2 | -5 | 5 | -2 | -11 | -2 | 8
O=C(OCCOc1cccc(Cl)c1)c1cc(S(=O)(=O)N2CCCCC2)ccc1N1CCOCC1 | 0 | 0.7 | -3 | 15 | 9 | 1 | 11 | 12 | -2 | -32
Cc1nc2cc(OCc3cc(C(=O)NC(C)c4cn(C)nc4C)no3)ccc2s1 (configuration not stated) | 8 | 0.3 | 0 | -3 | -6 | 3 | 0 | 4 | -5 | 1
O=[N+]([O-])c1ccc(COc2cccc(CN3CCCCC3)c2)cc1 | -6 | -0.3 | 7 | 3 | 5 | -2 | 0 | 3 | -3 | 1
Fc1ccc(-c2onc3ccc(C4OCCO4)cc23)cc1 | -3 | -0.7 | 4 | -5 | -2 | 1 | 5 | 8 | 1 | 5
C=CCOc1ccc(C2NC(=O)c3ccccc3O2)cc1 (configuration not stated) | -1 | 2.3 | -9 | -5 | -4 | 2 | -6 | -1 | -1 | -3
O=C(O)c1cn(-c2ccccc2)nc1-c1cccnc1 | -2 | -0.9 | 6 | 3 | 1 | 2 | -5 | 11 | 3 | -2
O=C(Nc1ccc(Cl)cc1)C(c1ccccc1)N1CCOCC1 (configuration not stated) | -1 | 3.2 | -10 | -3 | -1 | 3 | 4 | -11 | -1 | 1
O=C(CCS(=O)(=O)c1ccc(Cl)cc1)Nc1ccccc1Br | -6 | -0.6 | -6 | 4 | -3 | 1 | -5 | -2 | -4 | 2
CCc1ccc(NC(=O)CSc2nnc(CNC(=O)c3cccs3)o2)cc1 | 1 | -0.1 | -3 | -7 | 7 | -2 | 7 | -16 | -4 | -4
Cc1csc2nc(O)c(C(=O)NCCN3CCOCC3)c(=O)n12 | 1 | 0.6 | 3 | 5 | -2 | -4 | -6 | 4 | 5 | 4
Oc1csc(Cc2nc(-c3ccccc3F)cs2)n1 | 1 | -1.4 | 6 | 29 | 16 | 7 | 2 | -8 | 5 | 1
Cc1ccc(Cl)cc1NC(=O)C1CC(=O)Nc2ncnn21 (configuration not stated) | 1 | -1.9 | -6 | 0 | 4 | 0 | 0 | 9 | 2 | -1
Cc1c(C(=O)NCc2ccccc2)oc2c1C(=O)CCC2 | -3 | 0.8 | -2 | 5 | 0 | 2 | -5 | 2 | 2 | 1
O=C(CSc1ccc(-c2cccnc2)nn1)c1ccc([N+](=O)[O-])cc1 | 3 | -1.0 | 1 | 7 | 11 | 20 | -6 | 3 | 5 | 1
CC1CCCCC1C(=O)N1CCC(Oc2cccnc2)CC1 (configuration not stated) | 2 | · | · | 0 | -1 | 1 | -5 | 8 | -1 | ·
Cn1cccc1Cc1nnc(SCC(=O)NC2CCCCC2)n1CCc1ccccc1 | -8 | -0.6 | -5 | 5 | 4 | 8 | -3 | -7 | -3 | -20
Cc1ccc(-n2c(C)cc(C(=O)CSc3nncs3)c2C)cc1 | -5 | -3.7 | 6 | -6 | -1 | -3 | -2 | -6 | -3 | -12
O=C(OCC(=O)c1ccc[nH]1)c1ccc(C(F)(F)F)cc1 | 0 | 1.4 | 1 | -6 | 1 | -2 | 2 | 0 | 1 | -3
Cc1occc1-c1nnc(SCC(=O)Nc2ccccc2)n1C | -11 | -3.2 | -2 | -8 | -2 | -1 | -2 | -20 | 4 | -5
COC(=O)C1(C(=O)OC)Sc2ccccc2C1=O | -4 | -3.6 | -1 | -14 | 7 | 1 | 3 | -15 | 8 | -2
Cc1ccc(NC(=O)COC(=O)C2(c3ccc(Cl)cc3)CCCC2)cc1 | -5 | -2.9 | -3 | -23 | 0 | 1 | 3 | -6 | 0 | -32
O=C(Nc1ccc(-c2cn3ccsc3n2)cc1)C1CCCC1 | 1 | -1.2 | -5 | 3 | 1 | -3 | 4 | 4 | 3 | -2
Cc1nc(-c2ccncc2)sc1C(=O)Nc1ccc(Br)cc1 | -4 | 0.8 | -1 | -9 | -4 | 5 | 2 | -2 | -4 | -12
COc1ccc(N(CC(=O)NCc2ccccc2)C(=O)CCC(=O)Nc2cc(C)ccn2)c(OC)c1 | -1 | 1.1 | 4 | 1 | -6 | 0 | 2 | 10 | 3 | 1
CNC(=S)NCc1ccc2[nH]c3c(c2c1)CCCC3 | 5 | -2.8 | -3 | 2 | 1 | -2 | -4 | 5 | -7 | 5
COC(=O)/C=C1\S/C(=N/N=C/c2ccco2)NC1=O | 5 | -0.8 | -4 | 1 | 7 | 0 | -2 | 11 | 2 | -1
Cc1cc(C(=O)Cn2cnc3cc(F)ccc3c2=O)c(C)n1C1CC1 | 1 | -2.1 | -2 | -3 | 2 | 0 | 3 | -5 | 1 | 5
Cc1ccc(C(C(=O)NC2CCCCC2)N(Cc2cccnc2)C(=O)c2csnn2)cc1 (configuration not stated) | 2 | 0.0 | -1 | 4 | 0 | 3 | -1 | 4 | -4 | 1
COc1ccc(C(=O)Cc2ccc(OC)c(OC)c2)c(OC)c1 | -6 | -1.2 | -3 | 0 | 0 | -1 | 2 | -10 | -5 | -11

Assay outcomes from PubChem BioAssay.

Not all compounds are listed (hit frequency here may not be typical).
